Source: PubChem (National Center for Advancing Translational Sciences (NCATS))
Tau fluor cs – Counterscreen qHTS for Inhibitors of Tau Fibril Formation, Fluorescence Polarization; tau K18 P301L Alexa594 fluorescence, heparin fibrillization; Potency, µM (series often up to 57.7 µM), for the others: at the top dose activity change, negative = decrease; 280,000 tested, 0.93% active; note: nearly all actives have a fitted effect of over 55% in size
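Human K18 P301L tau (15 uM unlabeled plus 0.24 uM Alexa 594-labeled, final) in 100 mM sodium acetate pH 7 was mixed with compound and 20 uM heparin and incubated 6 hr at 37 C.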
Tau fibril ThT – qHTS for Inhibitors of Tau Fibril Formation, Thioflavin T Binding; 270,000 tested, 2.1% active; Microtubule-associated protein tau (Homo sapiens), P10636; AID 1460, 2008; Potency, µM (series often up to 57.4 µM), without a hit: at the highest dose activity, negative = inhibition, most hits filed as inhibitors; recombinant tau K18 P301L, heparin-induced fibrillization, ThT fluorescence; note: nearly all actives have a fitted effect of over 55% in size
Target sequence (P10636 561-689 P618L limits assumed): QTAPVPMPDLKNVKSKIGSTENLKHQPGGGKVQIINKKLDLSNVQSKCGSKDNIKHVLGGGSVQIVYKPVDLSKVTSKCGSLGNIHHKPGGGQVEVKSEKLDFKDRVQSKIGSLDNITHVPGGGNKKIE
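Using a mix of unlabeled (15 uM) and Alexa 594-labeled (0.24 uM) tau K18 P301L, heparin-triggered fibrillization over 6 hr at 37 C was scored by ThT fluorescence.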
Tau FP inhib – qHTS for Inhibitors of Tau Fibril Formation, Fluorescence Polarization; Microtubule-associated protein tau (Homo sapiens), P10636; K18 P301L tau heparin fibrillization, Alexa594 FP, 6 h; 280,000 tested, 0.39% active; Potency, µM (top dose mostly 57.7 µM), inactives show at the top dose activity, negative = inhibition, usual class: inhibitors; note: nearly all actives have a fitted effect of over 55% in size
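Quantitative HTS format: compounds meet 15 uM recombinant K18 P301L tau and Alexa 594-tau tracer in 100 mM sodium acetate pH 7; 20 uM heparin triggers fibrillization at 37 C over 6 hr; FP gives the signal.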
* hit, by the source's call; ? = inconclusive; [ ] = remark or other dose. Calls come from the whole dose curve; as a rule, active = well fitted curve in the direction sought with a large enough effect; inconclusive = small, poorly fitted or top-dose-only effect, or another doubt; inactive = no such curve, though single readings can be large; an effect the other way counts as inactive or inconclusive. % is set by controls: 0 for no effect and ±100 for the full control effect; potency is the fitted concentration of half-maximal effect.

Every second line gives: Tau fluor cs | Tau FP inhib | Tau fibril ThT
- O=C(CCC1N=C2c3ccccc3N=C(SCc3ccccc3F)N2C1=O)NCc1ccccc1 (stereo not drawn)
    5% | -7% | -8%
- O=C(Cc1ccccc1)NC1CC(=O)N(c2ccccc2)C1 (stereo not drawn)
    0% | -6% | -5%
- CCOc1ccccc1NC(=O)C(=O)NCCc1sc2nc(-c3ccc(OC)cc3)nn2c1C
    -11% | 2% | -5%
- COCCCNC(=O)CSc1nc2c(sc3ccccc32)c(=O)n1CCc1ccc(OC)c(OC)c1
    -11% | -2% | 1%
- Cc1c(C)n(Cc2ccc(F)cc2)c2ccc(C(=O)Nc3ccc(Cl)cc3)cc12
    ? | -3% | -8%
- O=C(COc1ccc(Cl)cc1)NCCc1csc(-c2ccc(C(F)(F)F)cc2)n1
    -11% | 0% | -4%
- CCOCCc1nn2c(=O)cc(COC(=O)CNC(=O)c3cccc(C)c3)nc2s1
    3% | 2% | -9%
- COc1ccc(NC(=O)c2ccc3c(=O)n4nc(Nc5cccc(Cl)c5C)sc4nc3c2)cc1
    -7% | -2% | 1%
- Cc1ccc(-c2nn(CC(=O)NC3CCCCC3)c3c2cnc2ccccc23)cc1
    -8% | -19% | -5%
- COc1cccc(NC(=O)C2CCCN(c3ncnc4onc(-c5ccc(F)cc5)c34)C2)c1 (stereo not drawn)
    ? | -9% | -5%
- CCc1ccccc1NC(=O)CSc1nc2ccccc2nc1Cc1cccc(OC)c1
    -3% | 5% | -1%
- O=C(NCc1ccc2c(c1)CCN2C(=O)c1ccc(F)cc1)c1c(F)cccc1F
    -1% | -5% | 6%
- COc1ccc(C)cc1NC(=O)CCn1nc(C)cc1C
    6% | 4% | 0%
- COc1cc(NC(=O)CSC2=Nc3ccccc3N=C(c3ccc(F)cc3)C2)cc(OC)c1
    -25% | -12% | 6%
- Cc1nc(N2CCCC2)ncc1C(=O)Nc1ccc(F)cc1F
    -3% | 7% | -7%
- COc1ccc2nc(N(Cc3cccnc3)C(=O)COc3ccccc3)sc2c1
    -19% | -2% | -9%
- CCOc1ccc(-c2ccc(CO)o2)cc1N
    -23% | 3% | ?
- Cc1ccc(NC(=O)Cn2nnc3sc4c(c3c2=O)CCC(C)C4)cc1 (stereo not drawn)
    ? | ? | -4%
- COC(=O)c1ccc(CSc2nc3c([nH]c4ccccc43)c(=O)n2-c2cc(C)cc(C)c2)o1
    -5% | -4% | 1%
- O=C(NCCc1ccc(Cl)cc1)c1ccc(CS(=O)(=O)Cc2ccc(Cl)cc2)o1
    -13% | -7% | 1%
- CCOC(=O)c1c(S(=O)(=O)NCC(=O)N(C)Cc2ccccc2)c(C)n(C)c1C
    0% | 0% | 4%
- COC(=O)CN1C(=O)C(C)(C)c2cc(S(=O)(=O)NCc3ccc(Cl)cc3)ccc21
    -14% | 1% | -3%
- CCOc1ccc(CC(=O)NCCc2sc3nc(-c4ccc(OC)cc4)nn3c2C)cc1
    -28% | -17% | ?
- CCCCNC(=O)CN1CCN(c2ncc(NC(=O)c3ccc(Cl)cc3)cc2C(=O)O)CC1
    -9% | 6% | -10%
- CCC(CC)C(=O)Nc1cc(-c2ccccc2F)nn1-c1ccccc1
    -19% | -3% | -2%
- COc1ccc(Cl)cc1S(=O)(=O)NCc1ccc2c(c1)CCN2C(=O)c1cccc(C)c1
    -6% | 10% | 3%
- O=S(=O)(Nc1cccc(Cl)c1)c1ccc2[nH]c3c(c2c1)CCCCCC3
    8.9µM*[quencher] | ? | -10%
- CN(Cc1ccccc1)C(=O)c1cccc(NC(=O)c2nsc3ccccc23)c1
    -22% | -3% | -14%
- CCc1ccc(NC(=O)C2(c3cccs3)CCOCC2)cc1
    -6% | -6% | -1%
- O=C(c1noc2c1CCCCC2)N1CCN(c2cccc(Cl)c2)CC1
    -6% | 5% | -13%
- COc1ccc(CNC(=O)c2cnc(N(C)C)nc2)cc1
    -1% | 3% | -2%
- CN1CCN(C(=O)C(=O)Nc2c3c(nn2-c2ccc(Cl)cc2)CSC3)CC1
    0% | -3% | -8%
- CN(Cc1ccccc1)C(=O)C1CCN(Cc2cc3ccccc3n2Cc2ccccc2)CC1
    -1% | 0% | -4%
- O=C(CCS(=O)(=O)c1ccccc1)N(Cc1cccnc1)c1nc2ccc(F)cc2s1
    -1% | 2% | 0%
- O=C(NCCc1ccccc1)C1CCC(CNS(=O)(=O)c2ccccc2)CC1 (stereo not drawn)
    -5% | -9% | -6%
- COc1ccc(-c2onc(C)c2C)cc1S(=O)(=O)NCC1CCN(Cc2cccc(F)c2)CC1
    -12% | 0% | 1%
- CCCCOc1ccc(CNC(=O)CN2C(=O)CCn3nc(-c4cn(C)c5ccccc45)cc32)cc1
    -20% | ? | 14%
- COC(=O)c1c(SC)nc2ccccc2c1OCc1cc(C)ccc1C
    -6% | ? | -14%
- COc1ccc(OC)c(NC(=O)c2cccn2-c2nnc(N3CCCCC3)s2)c1
    -27% | 9% | -17%
- Cc1cc(O)c(C(c2ccccc2)N2CCN(c3ccccc3F)CC2)c(=O)n1Cc1ccco1 (stereo not drawn)
    1% | -8% | ?
- O=S(=O)(Nc1cccc(-c2ccc(N3CCCCCC3)nn2)c1)c1ccccc1
    -23% | -10% | 5%
- Cc1ccc(CNC(=O)CSc2nc3ccccc3nc2Cc2ccc(C)cc2)cc1
    2% | -8% | 7%
- CCN(CC)C(=O)c1sc2c(c1C)c(=O)n(CCc1ccccc1)c(=O)n2Cc1cc(C)ccc1C
    -10% | 5% | -15%
- O=C(CSc1ncc2c(n1)-c1cc(Cl)ccc1N(Cc1ccccc1)S2(=O)=O)NCc1ccccc1
    ? | -17% | -5%
- CC(C)c1ccc(NC(=O)CCS(=O)(=O)c2ccc3c(c2)CC(=O)N3C)cc1
    6% | 4% | 12%
- Cc1ccc(CNc2ncnc3c2c(-c2ccccc2)cn3-c2ccccc2)cc1
    -7% | -2% | -8%
- CCc1ccc(NC(=O)C(=O)NCCc2csc(-c3cccc(F)c3)n2)cc1
    -1% | -5% | -1%
- COc1cc(F)c(S(=O)(=O)Nc2c(C)n(C)n(-c3ccccc3)c2=O)cc1OC
    -5% | -7% | -4%
- CCN(C(=O)C1CCN(S(=O)(=O)c2c(C)noc2/C=C/c2ccc(C)cc2)CC1)c1cccc(C)c1
    -11% | -4% | -14%
- Cc1cccc(NC(=O)c2cccc(N3CCCS3(=O)=O)c2)c1
    -7% | -6% | -10%

The results go on:
Every second line gives: Tau fluor cs | Tau FP inhib | Tau fibril ThT
- CSc1nc2sc3c(c2c(=O)n1-c1ccccc1C)CCCC3
    -8% | -9% | ?
- Cc1ccc(NC(=O)Cn2nnc(C(=O)NCCc3ccccc3)c2N)cc1Cl
    4% | -13% | 11%
- Cn1c(=NC(=O)c2ccc(F)cc2)sc2cc(Br)ccc21
    7% | -2% | -15%
- O=C(NCc1ccccc1F)C(=O)NCC(c1ccc2c(c1)OCO2)N1CCOCC1 (stereo not drawn)
    -4% | -3% | 1%
- O=C(CCCn1ccc2cc(S(=O)(=O)N3CCCC3)ccc21)NCc1ccc(Cl)cc1
    -26% | ? | 0%
- Cc1nn2c(=O)cc(COC(=O)c3ccc(NC(=O)C4CCCCC4)cc3)nc2s1
    0% | -1% | 2%
- CC(=O)C1=C(c2cccc([N+](=O)[O-])c2)N(C(C)=O)n2c(nnc2-c2ccc(C)cc2)S1
    -18% | -10% | -17%
- CCOC(=O)c1noc2ncn(CC(=O)Nc3ccc(C)c(F)c3)c(=O)c12
    -8% | -7% | -1%
- Cc1ccc(N(C)C(=O)c2noc3c2CCCCC3)cc1C
    -10% | 2% | -6%
- Cc1cc(F)ccc1NC1(c2ccccc2)C(=O)c2ccccc2C1=O
    -19% | -2% | -3%

Brought forward from above: five compounds, followed by the next part.
Every second line gives: Tau fluor cs | Tau FP inhib | Tau fibril ThT
- Cc1nn2c(=O)cc(COC(=O)c3ccc(NC(=O)C4CCCCC4)cc3)nc2s1
    0% | -1% | 2%
- CC(=O)C1=C(c2cccc([N+](=O)[O-])c2)N(C(C)=O)n2c(nnc2-c2ccc(C)cc2)S1
    -18% | -10% | -17%
- CCOC(=O)c1noc2ncn(CC(=O)Nc3ccc(C)c(F)c3)c(=O)c12
    -8% | -7% | -1%
- Cc1ccc(N(C)C(=O)c2noc3c2CCCCC3)cc1C
    -10% | 2% | -6%
- Cc1cc(F)ccc1NC1(c2ccccc2)C(=O)c2ccccc2C1=O
    -19% | -2% | -3%
- CCOc1ccc(CNC(=O)CN2N=C(c3ccccc3)CCC2=O)cc1OC
    -6% | 3% | 3%
- CC(=O)Nc1ccc(NC(=O)CN2C(=O)CCc3cc(S(=O)(=O)N4CCCCC4)ccc32)cc1
    4% | 1% | 8%
- CC(C)c1cnc2c(c1SCC(=O)Nc1cccc(F)c1)c(=O)n(C)c(=O)n2C
    -23% | -12% | 0%
- CCc1ccc(-c2nn(CC(=O)NC3CCCCC3)c3c2cnc2ccc(OC)cc23)cc1
    -6% | -9% | -13%
- CC(C)(C)OC(=O)N1CCC(c2c(C(=O)N3CCN(Cc4ccccc4)CC3)cnn2-c2ccc(Cl)cc2)CC1
    -3% | 0% | -12%
- Cc1ccccc1Nc1ncnc2c1cnn2C
    0% | 0% | 0%
- O=C(CSc1nc2ccccc2nc1Cc1ccccc1)N1CCN(c2ccccc2)CC1
    -11% | 8% | -5%
- COc1ccccc1N1CCN(S(=O)(=O)c2ccc(F)c(C(=O)Nc3ccc(Cl)cc3C(F)(F)F)c2)CC1
    -11% | -4% | 1%
- CCOc1ccc(Nc2ncnc3c2c(-c2ccccc2)cn3-c2cccc(C)c2)cc1
    -11% | 2% | ?
- CC(C)c1ccc(S(=O)(=O)N2CCN(CC(=O)Nc3ccccc3C(F)(F)F)CC2)cc1
    -1% | 2% | -4%
- CC(=O)N1CCCc2ccc(NS(=O)(=O)c3ccc(F)cc3F)cc21
    3% | 7% | 1%
- CCCS(=O)(=O)N1CCC(N2CCN(Cc3ccc(F)cc3)C(=O)C2=O)CC1
    9% | -1% | 6%
- Cc1cccc(C)c1Nc1sc(C(=O)c2ccccc2)c(N)c1C(=O)Nc1ccc(F)cc1
    ? | -5% | ?
- Cc1cccc(CNC(=O)C2CCN(S(=O)(=O)c3ccc4c(c3)CCCN4C(=O)C3CCC3)CC2)c1
    -8% | 10% | -3%
- COc1ccc(NC(=O)c2ccc3c(c2)nnn3C2CCCC2)cc1Cl
    -9% | -4% | -10%
- Cc1nc2cccnc2n1C1CCN(S(=O)(=O)c2ccc(C(C)C)cc2)CC1
    1% | 10% | -2%
- CSc1nn(Cc2cccc(C)c2)c(N)c1S(=O)(=O)c1ccccc1
    ? | ? | -14%
- CCOc1ccc(OCC)c(NC(=O)c2cc(CN3CCOCC3)on2)c1
    -5% | ? | 5%
- Cc1cc(C)c(S(=O)(=O)NCCc2sc(-c3cccnc3)nc2C)c(C)c1
    -4% | ? | -5%
- COc1cccc(C(=O)Nc2cccc(OCc3cc(=O)n4cc(C)ccc4n3)c2)c1
    -14% | -8% | ?
- Cc1cccc(C(=O)OCc2cc(=O)n3nc(-c4cccs4)sc3n2)c1
    3% | 6% | ?
- COc1ccc(OC)c(CNS(=O)(=O)c2ccc3[nH]c4c(c3c2)CCCCC4)c1
    ? | 10% | -13%
- Cc1cc(NC(=O)c2cnc3c(-c4ccccc4)c(C)nn3c2C)ccc1Br
    -24% | ? | ?
- COc1cccc(CNC(=O)CN2C(=O)COc3ccc(S(=O)(=O)Nc4ccccc4)cc32)c1
    -22% | 1% | 7%
- Nc1ncc(S(=O)(=O)NCc2ccc(Cl)cc2)cn1
    -2% | 7% | 0%
- Cc1nn(-c2ccccc2)c2nc(C3CC3)cc(C(=O)Nc3cccc(F)c3)c12
    -25% | ? | 5%
- COc1ccc(-n2ncc(C(=O)N3CCN(Cc4ccccc4)CC3)c2C2CCN(C(=O)OC(C)(C)C)CC2)cc1
    -4% | -2% | -11%
- COc1ccc(-n2ncc(C(=O)Nc3ccc4c(c3)OCO4)c2C2CCN(C(=O)OC(C)(C)C)CC2)cc1
    ? | 13% | ?
- O=S(=O)(NCc1nc2cccnc2n1Cc1ccc(F)cc1)c1ccc2c(c1)CCCC2
    -11% | ? | -6%
- CCc1ccc(NCc2cc3cc4c(cc3n(CC(=O)Nc3cccc(OC)c3)c2=O)OCO4)cc1
    ? | ? | 2%

Not all compounds are listed. The share of hits here may be higher or lower than overall.
